Bioassay records deposited in PubChem by Sanford-Burnham Center for Chemical Genomics.
UBC13 polyUb: blocks human UBC13 polyubiquitin chain formation. TR-FRET. 0.47% of 330,000 active. inhibition, % at 20 µM. AID 485273. P61088; in the data active means inhibition above about 45%, passing the limit was not always enough
Apaf1 inhib: human Apaf-1 inhibition; 0.71% of 330,000 active; AID 489030; reconstituted apoptosome caspase-3 activity, DEVD-Rh110 fluorescence; inhibition, % at 20 µM; active means inhibition of at least 40% at 20 µM;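 further: plate controls were DMSO wells for no effect and DEVD-CHO caspase inhibitor wells for full effect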
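Material: reconstituted apoptosome with Apaf-1, cytochrome c, caspase-9, procaspase-3, dATP; medium: pH 7.5 Hepes buffer with CHAPS, BSA, DTT; also added: cytochrome c and DEVD-Rh110 substrate; timing: 30 min plus 50 min, RT; signal: Rh110 fluorescence intensity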
SENP1 inh: blocks the human SENP1 SUMO protease catalytic domain; Q9P0U3; recombinant SENP1 catalytic domain, CyPet-SUMO1-YPet FRET cleavage; inhibition, % at 10 µM; 0.21% of 360,000 active;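 active means inhibition at least 30% at 10 µM, raw YFP signal under a set limit, fluorescence ratio 0.5 to 1.5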;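 further: 0% = enzyme with DMSO and 100% = no enzyme wells; some results filed as inactive read as strong as hits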
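Compound: 10 µM single point, 0.5% DMSO; Test system: hSENP1 catalytic domain, recombinant; Timing: 50 min reaction at room temperature; Technique: FRET, CFP and YFP emission; Control set: no-enzyme wells low, DMSO-plus-enzyme wells high control.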
SENP6 block: blocks the human protease SENP6; Recombinant SENP6 catalytic domain, aminoluciferin luminescence; inhibition, % at 10 µM; Q9GZR1; 1.8% of 330,000 active;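 active means inhibition above about 50% at the single tested dose, limit read from the data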;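 further: plate controls were DMSO wells with enzyme for no effect and DMSO wells lacking enzyme for full effect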
SENP7 inh: inhibitors of human SENP7 protease; Q9BQF6; recombinant SENP7, Z-RLRGG-aminoluciferin luminescence, 40 min; inhibition, % at 5 µM; 1.5% of 330,000 active; AID 434973;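 active means inhibition above about 50% at the single test dose, limit read from the data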;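 further: plate controls were DMSO with enzyme for no effect and no enzyme buffer wells for full effect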
APOBEC3G inh: inhibitors of human APOBEC3G DNA deaminase. Q9HC16. recombinant A3G, ssDNA deamination FAM/TAMRA fluorescence. inhibition, % at 20 µM. 0.28% of 330,000 active. AID 493012;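 active means inhibition of at least 40% at 20 µM, with no more than 30% in the related APOBEC3A deaminase screen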;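 further: plate controls were DMSO wells with A3G for no effect and wells lacking A3G enzyme for full effect; some compounds called inactive have numbers as strong as hits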
SENP8 block-1: blocks the human protease SENP8. inhibition, % at 10 µM. AID 2540. 1.2% of 330,000 active. purified SENP8, Z-RLRGG-aminoluciferin cleavage, luminescence. Q96LD8; in the data active means inhibition above about 50%
SENP8 block-2: SENP8 (human) protease inhibition; recombinant SENP8, Nedd8 substrate fluorescence; inhibition, % at 20 µM; 0.64% of 360,000 active; AID 602440; in the data active means inhibition mostly above about 40%, no sharp cut-off; inactive means mostly below about 27%
Active calls of the source: *.

Order of values: SENP1 inh | SENP6 block | SENP8 block-1 | Apaf1 inhib | APOBEC3G inh | SENP7 inh | UBC13 polyUb | SENP8 block-2
Cn1ccsc1=NC(=O)c1ccccc1OC(F)F
→ -0.5 | 2.3 | 1.0 | -2.2 | 1.4 | -8.5 | -7.8 | -15.6
COc1ccc2c(c1)S/C(=C\C(=O)c1ccncc1)N2C
→ 6.5 | 3.7 | -2.7 | -0.6 | 6.9 | 3.7 | -10.1 | -15.3
COc1ccc(OCCC(=O)NCC23CC4CC(CC(C4)C2)C3)cc1
→ 0.1 | 13.2 | 0.8 | 18.1 | -6.0 | -2.1 | 10.9 | 17.6
N#CCCN(C(=O)COC(=O)c1ccc2c(c1)OCO2)c1ccccc1
→ 1.5 | -6.3 | 10.8 | -4.8 | -6.0 | 5.2 | 1.5 | 16.5
CSCCC(NC(=O)c1ccccc1Cl)C(=O)NNC(=O)c1csc(N2CCOCC2)n1 (stereo unspecified)
→ 7.2 | -7.5 | -1.1 | 0.1 | -8.2 | -2.6 | 50.2* | -9.5
Cc1ccccc1C(=O)NNC(=O)Cc1cccc2ccccc12
→ 1.8 | 4.8 | -0.3 | -4.7 | -2.5 | -4.0 | 3.8 | 6.9
COc1ccc(C(CC(=O)N2CCCC2)c2ccc(F)cc2)cc1 (stereo unspecified)
→ 1.4 | -10.3 | -16.0 | 0.9 | -1.8 | -4.9 | -4.8 | 12.7
CN(C)S(=O)(=O)c1cccc(-c2csc(=Nc3ccccc3)n2CCCN2CCOCC2)c1
→ 0.6 | -7.7 | -1.0 | -6.6 | -6.4 | 5.8 | 12.5 | 3.9
O=C(CN(C(=O)CNC(=O)c1cccs1)c1ccc(F)cc1)NC1CCCCC1
→ 3.5 | -25.8 | -4.4 | 4.6 | -6.7 | 4.4 | 6.8 | 11.6
CCCS(=O)(=O)c1nc(S(=O)(=O)c2ccc(C)cc2)c(N2CCC3(CC2)OCCO3)s1
→ -2.0 | -6.1 | -3.8 | 5.8 | -4.5 | -8.2 | -9.6 | 8.5
CCOC(=O)N1CCN(C2=CC(=O)OC23CCCCC3)CC1
→ 0.3 | -7.9 | -6.4 | -14.9 | -2.6 | -2.9 | -4.1 | 5.6
O=C(O)C1=NOC(CNC(=O)c2ccccc2Cl)C1 (stereo unspecified)
→ 3.6 | 7.9 | -9.1 | 0.9 | -4.2 | 0.6 | -3.7 | 7.4
O=C(CSc1nc(-c2ccco2)cc(C(F)(F)F)n1)Nc1ccc2c(c1)CCC2
→ 1.0 | -9.1 | 5.0 | -0.1 | -2.8 | -2.7 | -1.1 | 29.4
C=CCNC(=O)c1ccc(N(Cc2ccccc2)S(C)(=O)=O)cc1
→ 1.0 | 10.3 | 4.1 | 6.4 | -3.7 | 3.1 | 0.5 | -2.4
Clc1ccc(-n2nnnc2SCc2cn3ccccc3n2)cc1
→ -7.7 | -10.6 | -5.2 | 1.0 | -10.0 | -1.5 | 3.3 | -1.8
O=C(/C=C/c1ccccc1)NC(NC(=S)Nc1cccc(O)c1)C(Cl)(Cl)Cl (stereo unspecified)
→ 0.7 | -12.7 | -12.1 | 7.3 | -9.1 | -8.1 | -2.2 | 2.5
CNC(=S)N/N=C/c1cc(C)ccc1C
→ 2.4 | -5.8 | -7.7 | 8.3 | -14.9 | -1.1 | -12.8 | 5.8
COCCn1c(SCC(=O)N2CCOCC2)nc2c(c1=O)SCC2
→ -0.7 | 0.6 | -1.9 | -6.5 | -4.7 | -2.4 | 3.4 | 7.9
Cc1ccc(S(=O)(=O)Nc2ccc(=O)n(Cc3ccc(Cl)c(Cl)c3)c2)cc1
→ -61.1 | 4.7 | 9.1 | 14.5 | -2.2 | -0.6 | -1.8 | -46.2
CN1CCN(S(=O)(=O)c2cccc(C(=O)Nc3cc(Cl)ccc3N3CCOCC3)c2)CC1
→ -0.2 | -6.1 | 0.9 | -9.7 | 7.7 | -2.3 | 5.8 | 5.2
C#CCSc1nnc(-c2cccc3ccccc23)o1
→ 5.2 | 6.0 | -5.5 | -4.6 | -5.4 | -3.9 | 7.5 | -65.3
O=[N+]([O-])c1cc(S(=O)(=O)N2CCCC2)ccc1N/N=C/c1ccncc1
→ 4.8 | -0.2 | 0.5 | -10.7 | -10.0 | 8.0 | -14.6 | 46.9*
O=C1CCc2cc(S(=O)(=O)NCc3ccccc3Cl)cc3c2N1CC3
→ 2.8 | -3.3 | -4.2 | 5.3 | -3.2 | -7.6 | -2.3 | 4.5
COc1cc(/C=N/NC(=O)CCc2c(C)n[nH]c2C)cc(OC)c1OC
→ 0.2 | -1.0 | 1.9 | 2.8 | -3.3 | 3.0 | 5.3 | 2.7
Cc1ccc(NC(=O)CN2C(=O)COc3ccc(S(=O)(=O)N4CCOCC4)cc32)cc1N(C)C
→ -0.7 | 4.3 | -1.5 | 2.8 | -1.1 | -0.6 | 0.6 | 10.4
CC(=O)CCSc1ncnc2sc(-c3ccccc3)cc12
→ -4.7 | 19.5 | 5.2 | 9.9 | 1.8 | 20.0 | -9.0 | 8.0
CCCC(=O)N(Cc1cccnc1)c1nc2c(OC)ccc(Cl)c2s1
→ 0.1 | -17.2 | 0.0 | 17.4 | -3.2 | -2.7 | 24.3 | 0.0
CCc1c(C)nc(Nc2nc(C)c3ccc(OC)cc3n2)[nH]c1=O
→ 0.7 | -1.4 | -5.0 | 8.5 | 8.9 | 2.6 | -6.1 | 2.2
Cc1[nH]c2ccccc2c(=O)c1CN1CCCCCC1
→ -6.4 | 3.2 | 4.5 | 10.3 | -8.8 | -5.9 | 7.4 | 8.5
Cn1c(=O)c2ncn(CC(=O)Nc3ccc(N4CCOCC4)cc3)c2n(C)c1=O
→ 2.7 | -4.7 | -3.8 | -27.7 | -7.2 | 4.5 | 4.8 | 8.4
COc1ccccc1C(=O)O/N=C(/C)c1ccc(N2C(=O)C3CCCCC3C2=O)cc1 (stereo unspecified)
→ 1.3 | -9.3 | 2.0 | 10.3 | -1.4 | 2.4 | 9.8 | 4.9
Nc1ccc2c(c1)nc(Cc1ccccc1)n2CCO
→ -15.3 | -6.2 | 5.3 | -2.9 | -2.7 | 11.4 | -4.7 | -19.6

Ordered by count of non-hydrogen atoms (smallest number first): part of the list above.
Order of values: SENP1 inh | SENP6 block | SENP8 block-1 | Apaf1 inhib | APOBEC3G inh | SENP7 inh | UBC13 polyUb | SENP8 block-2
C#CCSc1nnc(-c2cccc3ccccc23)o1
→ 5.2 | 6.0 | -5.5 | -4.6 | -5.4 | -3.9 | 7.5 | -65.3
O=C1CCc2cc(S(=O)(=O)NCc3ccccc3Cl)cc3c2N1CC3
→ 2.8 | -3.3 | -4.2 | 5.3 | -3.2 | -7.6 | -2.3 | 4.5
O=[N+]([O-])c1cc(S(=O)(=O)N2CCCC2)ccc1N/N=C/c1ccncc1
→ 4.8 | -0.2 | 0.5 | -10.7 | -10.0 | 8.0 | -14.6 | 46.9*

14 entries out of the list, ordered by SMILES length, smallest number first:
Order of values: SENP1 inh | SENP6 block | SENP8 block-1 | Apaf1 inhib | APOBEC3G inh | SENP7 inh | UBC13 polyUb | SENP8 block-2
CNC(=S)N/N=C/c1cc(C)ccc1C
→ 2.4 | -5.8 | -7.7 | 8.3 | -14.9 | -1.1 | -12.8 | 5.8
Nc1ccc2c(c1)nc(Cc1ccccc1)n2CCO
→ -15.3 | -6.2 | 5.3 | -2.9 | -2.7 | 11.4 | -4.7 | -19.6
Cc1[nH]c2ccccc2c(=O)c1CN1CCCCCC1
→ -6.4 | 3.2 | 4.5 | 10.3 | -8.8 | -5.9 | 7.4 | 8.5
CC(=O)CCSc1ncnc2sc(-c3ccccc3)cc12
→ -4.7 | 19.5 | 5.2 | 9.9 | 1.8 | 20.0 | -9.0 | 8.0
COCCn1c(SCC(=O)N2CCOCC2)nc2c(c1=O)SCC2
→ -0.7 | 0.6 | -1.9 | -6.5 | -4.7 | -2.4 | 3.4 | 7.9
CCCC(=O)N(Cc1cccnc1)c1nc2c(OC)ccc(Cl)c2s1
→ 0.1 | -17.2 | 0.0 | 17.4 | -3.2 | -2.7 | 24.3 | 0.0
CCc1c(C)nc(Nc2nc(C)c3ccc(OC)cc3n2)[nH]c1=O
→ 0.7 | -1.4 | -5.0 | 8.5 | 8.9 | 2.6 | -6.1 | 2.2
O=C1CCc2cc(S(=O)(=O)NCc3ccccc3Cl)cc3c2N1CC3
→ 2.8 | -3.3 | -4.2 | 5.3 | -3.2 | -7.6 | -2.3 | 4.5
COc1cc(/C=N/NC(=O)CCc2c(C)n[nH]c2C)cc(OC)c1OC
→ 0.2 | -1.0 | 1.9 | 2.8 | -3.3 | 3.0 | 5.3 | 2.7
Cn1c(=O)c2ncn(CC(=O)Nc3ccc(N4CCOCC4)cc3)c2n(C)c1=O
→ 2.7 | -4.7 | -3.8 | -27.7 | -7.2 | 4.5 | 4.8 | 8.4
Cc1ccc(S(=O)(=O)Nc2ccc(=O)n(Cc3ccc(Cl)c(Cl)c3)c2)cc1
→ -61.1 | 4.7 | 9.1 | 14.5 | -2.2 | -0.6 | -1.8 | -46.2
COc1ccccc1C(=O)O/N=C(/C)c1ccc(N2C(=O)C3CCCCC3C2=O)cc1 (stereo unspecified)
→ 1.3 | -9.3 | 2.0 | 10.3 | -1.4 | 2.4 | 9.8 | 4.9
CN1CCN(S(=O)(=O)c2cccc(C(=O)Nc3cc(Cl)ccc3N3CCOCC3)c2)CC1
→ -0.2 | -6.1 | 0.9 | -9.7 | 7.7 | -2.3 | 5.8 | 5.2
Cc1ccc(NC(=O)CN2C(=O)COc3ccc(S(=O)(=O)N4CCOCC4)cc32)cc1N(C)C
→ -0.7 | 4.3 | -1.5 | 2.8 | -1.1 | -0.6 | 0.6 | 10.4
